GLS inhibitor – inhibitors of human glutaminase (GLS) | O94925 | GLS enzymatic activity, qHTS titration | Potency, µM (doses to about 45.5 µM), for the others: top-dose activity change, negative = inhibition, usual class: inhibitors | 410,000 tested, 0.21% active | AID 624170; note: % is set by controls: 0 for no effect and ±100 for the full control effect
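hKGA in 45 mM KH2PO4 pH 8.2, 0.02% Tween-20 with pin-transferred compounds; 1 mM L-glutamine (stock) plus glutamate oxidase/HRP/Amplex Red coupling added. Fluorescence read initially and after 30 min at RT.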
ALOX12 inh – ALOX12 (human) lipoxygenase inhibition; P18054; Potency, µM (series often up to 108 µM), inactives show at the highest dose activity change, negative = inhibition, most hits filed as inhibitors; AID 1671190; 580,000 tested, 1.1% active; purified 12hLO, xylenol orange hydroperoxide absorbance; note: % is set by controls: 0 for no effect and ±100 for the full control effect
Target sequence (P18054 whole entry, looked up): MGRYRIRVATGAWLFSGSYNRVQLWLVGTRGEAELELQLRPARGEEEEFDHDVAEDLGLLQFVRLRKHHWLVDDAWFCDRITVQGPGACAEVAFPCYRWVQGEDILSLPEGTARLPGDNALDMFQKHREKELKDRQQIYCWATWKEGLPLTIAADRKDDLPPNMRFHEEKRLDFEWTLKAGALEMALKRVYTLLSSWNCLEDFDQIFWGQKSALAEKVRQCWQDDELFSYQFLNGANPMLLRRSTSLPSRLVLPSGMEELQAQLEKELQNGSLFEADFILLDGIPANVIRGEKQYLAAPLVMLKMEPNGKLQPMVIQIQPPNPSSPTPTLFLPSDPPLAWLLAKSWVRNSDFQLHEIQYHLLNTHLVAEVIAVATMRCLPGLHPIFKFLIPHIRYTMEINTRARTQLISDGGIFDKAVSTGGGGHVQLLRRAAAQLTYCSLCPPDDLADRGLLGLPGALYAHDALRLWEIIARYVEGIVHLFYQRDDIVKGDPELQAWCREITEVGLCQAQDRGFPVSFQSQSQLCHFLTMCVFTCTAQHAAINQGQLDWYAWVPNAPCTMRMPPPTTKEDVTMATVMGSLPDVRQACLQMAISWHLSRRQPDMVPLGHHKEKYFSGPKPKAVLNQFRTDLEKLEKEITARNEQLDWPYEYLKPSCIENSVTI
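Hydroperoxide product was detected by ferrous iron/xylenol orange as the 573 to 405 nm absorbance ratio. Arachidonic acid at 40 uM (final) was turned over for 30 min at room temperature by 150 nM human 12hLO, pH 7.0 Hepes buffer, after 15 min compound preincubation.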
HP1b binding inh – HP1-beta chromodomain-methylated histone interaction inhibition | AlphaScreen HP1-beta / biotin-H3K9me3 peptide binding | 390,000 tested, 0.56% active | Potency, µM (doses to about 114 µM), for the others: top-dose activity change, negative = inhibition, usual class: inhibitors; note: nearly all actives have a fitted effect of over 70% in size; inactives centre near 23
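Compound inhibition of the preformed complex between 50 nM HP1-beta and 50 nM biotinylated H3K9me3 peptide was read by AlphaScreen. Buffer was PBS pH 7.4 with 0.01% Tween-20. Incubations ran 30 min at room temperature, with 10 ug/mL donor/acceptor beads.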
JMJD2A Tudor inh – inhibitors of human JMJD2A Tudor domain | AlphaScreen JMJD2A-Tudor / H3K4me3 peptide binding | Potency, µM (highest dose often 114 µM), for the others: top-dose activity change, negative = inhibition, most hits filed as inhibitors | 390,000 tested, 4.4% active | O75164 | AID 504339; note: % is set by controls: 0 for no effect and ±100 for the full control effect; nearly all actives have a fitted effect of over 50% in size
PGK inhibitor – inhibitors of T. brucei phosphoglycerate kinase; AID 602233; Potency, µM (titrated, usually from 57.5 µM), for inactives: at the top dose activity change, negative = inhibition, most hits filed as inhibitors; 380,000 tested, 0.043% active; P07378; PGK/GAPDH coupled, Kinase-Glo luminescence, 60 min; note: % is set by controls: 0 for no effect and ±100 for the full control effect; nearly all actives have a fitted effect of over 60% in size
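Luminescent ATP detection (Kinase-Glo Plus) follows a 60-minute room-temperature incubation, with wells lacking PGK as controls. Buffer: 100 mM TEA (pH 7.6), 5 mM MgCl2, 0.01% Tween-20. Coupling enzyme GAPDH (100 nM final) supplies unstable 1,3-BPG in-well.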
RGS4 inh – inhibitors of human regulator of G protein signaling 4; P49798; Transcreener GDP fluorescence polarization, RGS4-accelerated GTP hydrolysis; Potency, µM (titrated, usually from 114 µM), inactives show at the highest dose activity change, negative = inhibition, usual class: inhibitors; 390,000 tested, 0.039% active; AID 504845; note: % is set by controls: 0 for no effect and ±100 for the full control effect; nearly all actives have a fitted effect of over 75% in size; some results filed as inactive show a strong effect at the top dose
Target sequence (P49798 whole entry, looked up): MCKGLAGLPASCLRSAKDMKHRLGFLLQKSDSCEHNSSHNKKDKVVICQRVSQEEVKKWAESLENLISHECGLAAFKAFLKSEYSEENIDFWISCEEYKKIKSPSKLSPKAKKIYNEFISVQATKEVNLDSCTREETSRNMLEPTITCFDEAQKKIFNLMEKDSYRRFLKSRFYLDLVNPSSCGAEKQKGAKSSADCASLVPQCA
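MLSMR compounds (23 nl, pin-transferred) preincubated 10 min at room temperature with a 500nM (2x) first reagent, then RGS4 at 900nM (2x) plus Transcreener GDP mix added; fluorescence polarization (620/688 nm) read before and after 90 min at 30 °C.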
Pin1 inhibitor – human Pin1 inhibition. 390,000 tested, 0.009% active. Pin1 FP peptide displacement, HiFluor488, 10 min. Potency, µM (top dose mostly 115 µM), for inactives: top-dose activity, negative = inhibition, usual class: inhibitors. Q13526; active = well fitted inhibition curve with a large enough effect in the polarisation, with a control signal flat, not every such curve was filed as active; inconclusive = small, poorly fitted or top-dose-only effect, or effect the other way, or a change in a side signal; inactive = no such curve, though single readings can be large or run the other way; the % refers to the polarisation; note: % is set by controls: 0 for no effect and ±100 for the full control effect
Target sequence (Q13526 whole entry, looked up): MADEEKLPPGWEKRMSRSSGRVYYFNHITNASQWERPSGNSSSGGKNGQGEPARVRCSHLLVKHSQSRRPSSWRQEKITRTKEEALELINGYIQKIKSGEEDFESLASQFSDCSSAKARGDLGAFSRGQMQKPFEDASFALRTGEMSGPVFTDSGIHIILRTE
TrxR1 inh – blocks rat thioredoxin reductase 1. recombinant rTrxR1, NADPH fluorescence consumption, selenite substrate. 390,000 tested, 1% active. O89049. Potency, µM (top dose mostly 114 µM), without a hit: at the highest dose activity change, negative = inhibition, usual class: inhibitors; note: % is set by controls: 0 for no effect and ±100 for the full control effect; nearly all actives have a fitted effect of over 65% in size
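Rat TrxR1 (90 nM in the dispensed reagent) was pre-reduced with 400 uM NADPH for 5 min at room temperature, then incubated with compound for 15 min. After 400 uM selenite was added, NADPH fluorescence (Ex 340/Em 450 nm) was followed for 8 min.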
ERG Ets-DNA blk – inhibitors of human ERG Ets domain-DNA interaction; P11308; fluorescence polarization, His-ERG Ets domain / labelled DNA; Potency, µM (highest dose often 76.9 µM), without a hit: at the highest dose FP activity, negative = inhibition, usual class: inhibitors; 370,000 tested, 0.028% active; active = well fitted inhibition curve with a large enough effect in the polarisation, with a control signal flat; inconclusive = small, poorly fitted or top-dose-only effect, or effect the other way, or a change in a side signal; inactive = no such curve, though single readings can be large or run the other way; the % refers to the polarisation;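 note: polarization taken with two DNA probes labelled with fluorescein and Texas red; % of control where 0% means no effect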
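His-tagged ERG Ets domain (1 uM in the protein solution; 300mM KCl, 50mM Tris-HCl, 1mM EDTA, 1mM DTT, pH 7.5) received compound, then a probe mix of 5 nM fluorescein-DNA and 100nM Texas-615-DNA. Fluorescence polarization was read for both dyes.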
Active calls of the source: *; i = inactive; ? = inconclusive; · = not tested or not shown; & = joins results of further samples; [ ] = remark or other dose. Unless noted, calls come from the whole dose curve; as a rule, active = well fitted curve in the direction sought with a large enough effect; inconclusive = small, poorly fitted or top-dose-only effect, or another doubt; inactive = no such curve, though single readings can be large; an effect the other way counts as inactive or inconclusive. Potency is the fitted concentration of half-maximal effect. Some of the compounds tested; rates above refer to the full screens.

Short forms – A = GLS inhibitor; B = ALOX12 inh; C = HP1b binding inh; D = JMJD2A Tudor inh; E = PGK inhibitor; F = RGS4 inh; G = Pin1 inhibitor; H = TrxR1 inh; I = ERG Ets-DNA blk
CC1=C(C)CC2(C(=O)NC(=O)NC2=O)C(C)C1 (stereo not given)
  A: -3%	B: -1%	C: 28%	D: -5%	E: -6%	F: -2%	G: -12%	H: 9%[11.4 µM]	I: -5%

CCC(=O)OC1(c2ccccc2)CCN(C)CC1C (stereo not given)
  A: 5%&-2%	B: 1%&-3%	C: 1%	D: ?	E: -7%	F: ?	G: 0%	H: 21%[57.1 µM]	I: -14%

COC(=O)C1=C(c2cc3ccccc3s2)C[C@@H]2CC[C@H]1N2C(=O)NCCNC(C)=O
  A: -6%	B: -7%	C: 14%	D: -3%	E: -2%	F: -19%	G: 1%	H: 10%	I: -8%

C[N+](C)(C)CC1CCCC1=O (stereo not given)
  A: -2%	B: ?	C: 6%	D: -1%	E: i	F: -53%	G: -7%	H: -3%[11.4 µM]	I: 3%

COC(=O)C1=C(c2ccc(F)cc2OCc2ccccc2)C[C@@H]2CC[C@H]1N2C(=O)NCc1ccc([N+](=O)[O-])cc1
  A: -1%	B: ?	C: 35%	D: ?	E: -4%	F: -28%	G: -9%	H: 30%	I: 4%

O=C(Cc1ccccc1)N1CCN(C2CCCC2)CC1
  A: 6%	B: 0.89µM*	C: -34%	D: 32µM*	E: i	F: -11%	G: -8%	H: -12%	I: -2%

COc1cc([C@@H]2c3cc4c(cc3[C@H](O)[C@H]3COC(=O)[C@H]23)OCO4)cc(OC)c1OC
  A: 5%&-9%	B: 0%&-7%&0%	C: 14%&47%	D: -16%&-15%	E: 0%	F: 13%	G: -4%&3%	H: -23%&17%	I: -6%

CC(=O)N1Cc2cnnn2-c2ccccc2C1C#N (stereo not given)
  A: 3%	B: 6%	C: 24%	D: -7%	E: -3%	F: 11%	G: -1%	H: 12%	I: 5%

CC(C)N(Cc1ccccc1)C(=O)CCS(=O)(=O)c1ccc2c(c1)oc(=O)n2C
  A: -1%&1%	B: 11%&-19%	C: 51%&47%[activator]	D: -4%&-6%	E: -11%&10%	F: -24%&-23%	G: -8%&-3%	H: -1%&12%	I: -12%&-1%

C=C1C(=O)O[C@H]2[C@H]1[C@H](OC(=O)CC(=O)O[C@@H]1C[C@@H](C)[C@@H]3C=CC(=O)[C@@]3(C)[C@H]3OC(=O)C(=C)[C@H]13)C[C@@H](C)[C@H]1C=CC(=O)[C@]12C
  A: -20%	B: ?	C: -5%	D: -35%	E: -18%	F: ?	G: ?	H: ?	I: 7%

Reprinted at random: 2 records from the list.
Short forms – A = GLS inhibitor; B = ALOX12 inh; C = HP1b binding inh; D = JMJD2A Tudor inh; E = PGK inhibitor; F = RGS4 inh; G = Pin1 inhibitor; H = TrxR1 inh; I = ERG Ets-DNA blk
C=C1C(=O)O[C@H]2[C@H]1[C@H](OC(=O)CC(=O)O[C@@H]1C[C@@H](C)[C@@H]3C=CC(=O)[C@@]3(C)[C@H]3OC(=O)C(=C)[C@H]13)C[C@@H](C)[C@H]1C=CC(=O)[C@]12C
  A: -20%	B: ?	C: -5%	D: -35%	E: -18%	F: ?	G: ?	H: ?	I: 7%

COC(=O)C1=C(c2ccc(F)cc2OCc2ccccc2)C[C@@H]2CC[C@H]1N2C(=O)NCc1ccc([N+](=O)[O-])cc1
  A: -1%	B: ?	C: 35%	D: ?	E: -4%	F: -28%	G: -9%	H: 30%	I: 4%

The list goes on.
Short forms – A = GLS inhibitor; B = ALOX12 inh; C = HP1b binding inh; D = JMJD2A Tudor inh; E = PGK inhibitor; F = RGS4 inh; G = Pin1 inhibitor; H = TrxR1 inh; I = ERG Ets-DNA blk
COC(=O)C1=C(c2ccc(F)cc2OCc2ccccc2)C[C@@H]2CC[C@H]1N2C(=O)NCc1ccc(C)cc1
  A: 4%	B: -6%	C: 29%	D: -23%	E: 4%	F: 1%	G: 2%	H: 8%[57.1 µM]	I: 12%

O=c1c2ccccc2cnn1Cc1n[nH]c(=S)n1C1CC2CCC1C2 (stereo not given)
  A: 0%	B: ?	C: 19%	D: 3.2µM*	E: -4%	F: -3%	G: 1%	H: -2%[57.1 µM]	I: -4%

COc1ccccc1CNC(=O)CCC(=O)N1C[C@H]2C[C@@H](C1)c1cccc(=O)n1C2
  A: -1%	B: 0%	C: 27%	D: -10%	E: -8%	F: -19%	G: 6%	H: 4%	I: -6%

C[C@]12CCC3C(CC[C@H]4C[C@@H](O)CC[C@]34C)[C@H]1CC[C@H]2O (stereo not given in full)
  A: -13%	B: -14%	C: -5%	D: -13%	E: -7%	F: -20%	G: 5%	H: 20%	I: 1%

CCN(CC)C(=O)Oc1ccc2ccccc2c1Cl
  A: 13%	B: -28%	C: 95%[activator]	D: 75%[activator]	E: -3%	F: 14%	G: 0%	H: -10%	I: 3%

Cc1ccc(-n2c(=O)[nH]c3ccc(Br)cc3c2=O)cc1
  A: -2%	B: -21%	C: 15%	D: -13%	E: i	F: 23%	G: -2%	H: 12%	I: 4%

S=P(NC1CCCCC1)(N1CC1)N1CC1
  A: -6%	B: 8%	C: 8%	D: ?	E: ·	F: -14%	G: -2%	H: 14%	I: 11%

c1ccc(-c2ccc3c(n2)CCCO3)cc1
  A: 3%	B: 16%	C: 63%[activator]	D: 11%	E: -10%	F: -19%	G: 0%	H: 9%[57.1 µM]	I: -1%

CN1CCN(S(=O)(=O)c2ccc(Cl)nc2)CC1
  A: -7%	B: 6%	C: 19%	D: 21%	E: -3%	F: -16%	G: -2%	H: 2%[57.1 µM]	I: 4%

CCC(=O)N1N=C(c2c(O)n(CCc3ccccc3)c(=O)[nH]c2=O)CC1c1ccc(OC)c(OC)c1 (stereo not given)
  A: 5%	B: 0%	C: 31%	D: -22%	E: -10%	F: 0%	G: 1%	H: 13%	I: 0%

O=P1(Oc2ccccc2)OCCCS1 (stereo not given)
  A: -2%	B: 0%	C: 40%[activator]	D: 3%	E: -6%	F: 1%	G: 1%	H: 21%	I: -11%

C=CCn1c(O)c(/C(C)=N/N2CCN(C)CC2)c(=O)[nH]c1=O
  A: -3%	B: ?	C: 6%	D: -10%	E: 5%	F: 10%	G: 1%	H: 21%[11.4 µM]	I: 8%

CC(=O)OC1N=C(c2ccccc2Cl)c2cc(Br)ccc2NC1=O (stereo not given)
  A: -7%	B: 66%[activator]	C: 30%	D: -12%	E: -1%	F: 12%	G: -2%	H: -5%	I: 2%

COc1ccc(CN2CCN(C(=O)Cc3ccccc3)CC2)cc1Br
  A: -1%	B: 0.63µM*	C: ?	D: 25µM*	E: -8%	F: -5%	G: -2%	H: -2%	I: -1%

COc1ccc(OC)c(N=Cc2c(O)n(Cc3ccccc3)c(=S)[nH]c2=O)c1
  A: -25%	B: -2%	C: 34%	D: -8%	E: 9%	F: -43%	G: ?	H: 14%[11.4 µM]	I: 2%

O=C(NCc1cccnc1)NC1CCCCC1
  A: 2%	B: 0%	C: 23%	D: -15%	E: -5%	F: 14%	G: -1%	H: 7%	I: ·

CCP(=S)(CC)c1ccc(N(C)C)cc1
  A: 4%	B: -3%	C: -1%	D: -14%	E: 3%	F: -5%	G: 1%	H: 25%[57.1 µM]	I: 17%

COc1ccc(C2=NCc3nnc(C)n3-c3ccc(Cl)cc32)cc1Cl
  A: 9%	B: 75%[activator][57.4 µM]	C: 50%[activator]	D: 2%	E: 16%	F: 8%	G: 0%	H: -1%	I: 9%

Cn1cc(/C=C2\C(=O)NC(=O)N(c3ccccc3)C2=O)c2ccccc21
  A: ?	B: 52%[activator]	C: 137%[activator]	D: -32%	E: 0%	F: -18%	G: ?	H: -25%	I: 21%

O=C(O)COc1ccc(Br)cc1C(c1c(C(=O)O)[nH]c2ccccc12)c1c(C(=O)O)[nH]c2ccccc12
  A: 9%	B: ·	C: 19%	D: -10%	E: -9%	F: 3%	G: ?	H: -33%	I: -4%

O=c1c2ccccc2nc(/C=C\c2ccccc2[N+](=O)[O-])n1-c1ccccc1O
  A: 1%	B: -3%	C: ?	D: ?	E: 7%	F: 4%	G: -3%	H: -4%	I: 13%

CC1N(O)C2CCCCCC2N1O (stereo not given)
  A: 29%	B: ?	C: 23%	D: -9%	E: 0%	F: -6%	G: -2%	H: -20%	I: 2%

CCN(CCNc1ccc([N+](=O)[O-])c2cccnc12)S(=O)(=O)c1ccc(Cl)cc1
  A: 9%	B: -23%	C: -6%	D: -20%	E: 5%	F: 18%	G: -12%	H: -4%	I: -4%

CN(C)CCNC(=S)Nc1ccccc1Cl
  A: 2%	B: 0%	C: 44%[activator]	D: 6%	E: 8%	F: -18%	G: -2%	H: -12%[57.1 µM]	I: -5%

CC(=NCCCn1ccnc1)c1c(O)n(C2CCCCC2)c(=O)[nH]c1=O
  A: 2%	B: ?	C: 21%	D: -9%	E: -5%	F: 40%	G: 1%	H: -8%	I: 0%

CCOC(=O)c1c(C)[nH]c(C(=O)C(Cc2ccccc2)N(C)C)c1C (stereo not given)
  A: 10%	B: -5%	C: -10%	D: -24%	E: -2%	F: 14%	G: 4%	H: -10%	I: 0%

O=c1c2cc(N3CCOCC3)ccc2[nH]c(=S)n1Cc1ccc(Cl)cc1
  A: -13%	B: -6%	C: 48%[activator]	D: 9%	E: -3%	F: -22%	G: -10%	H: 8%	I: 0%

O=C(c1ccc2c(c1)OCO2)C1CCCN(Cc2ccc(F)c(F)c2)C1 (stereo not given)
  A: -1%	B: 0%	C: 38%	D: -18%	E: -10%	F: -13%	G: -7%	H: 11%	I: -10%

Source: PubChem BioAssay (National Center for Advancing Translational Sciences (NCATS))
